Bioassay records deposited in PubChem by Broad Institute.
SR-BI HDL uptake = mouse SR-BI HDL lipid transfer inhibition | ldlA[mSR-BI] CHO cells, DiI-HDL uptake fluorescence, 3 h | Q61009 | inhibition, % at 12.5 µM | 320,000 tested, 0.96% active;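 active means mean replicate inhibition of at least 70% and a set share of replicates each scoring 70 or more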;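 further: 0% = median of neutral control wells and 100% = median of positive control wells; values of inactives mirror those of a sister screen read the other way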
MITF TRPM1 HTS = activators of MITF-driven TRPM1 promoter activity in SK-MEL-5 cells; SK-MEL-5 TRPM1-promoter luciferase, 24 h; % of positive control, neutral wells = 0; activation, % at 12.5 µM; 300,000 tested, 0.75% active; AID 588334;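 active means mean activation of at least 80% with every replicate also reaching 80%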;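 further: 0% = neutral control wells and 100% = parthenolide positive control wells; values of inactives mirror those of a sister screen read the other way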
PfHsp90 set2 = inhibits growth of yeast expressing Plasmodium falciparum Hsp90. S. cerevisiae expressing PfHsp90, BacTiter-Glo ATP, 48 h; yeast lacking PDR1 and PDR3 efflux regulators. inhibition, % at 9.4 µM. 310,000 tested, 0.32% active. AID 504621;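 active means every replicate shows inhibition above about 80%, whatever the replicate mean, limit read from the data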;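 further: 0% = DMSO neutral controls and 100% = 20 µM radicicol positive controls; yeast relying on Plasmodium falciparum Hsp90 in place of its own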
CAL PDZ FP-1 = blocks peptide binding to human CAL PDZ domain | purified CAL PDZ, TMR-peptide fluorescence polarization, 1 h | inhibition, % at 20 µM | 330,000 tested, 0.02% active | AID 504414;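 active means highest replicate inhibition of at least 40%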;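 further: plate controls were DMSO neutral control wells for no effect and unlabeled competitor peptide control wells for full effect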
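System: purified tagged CAL PDZ domain construct (CerCALP). Schedule: 1 h incubation at room temperature before polarization reading. Medium: 25 mM sodium phosphate pH 7.4, 150 mM NaCl, TCEP, IgG, Thesit. Read-out: percent inhibition from loss of millipolarization. Measured by: FP readout, S and P plane fluorescence. Probe or stimulus: fluorescent TMR peptide probe.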
Rtt109 HAT inh = blocks Candida albicans Rtt109/Vps75 acetyltransferase activity. inhibition, % at 34.9 µM. Q5AAJ8. purified Rtt109/Vps75, ThioGlo CoA-SH fluorescence, 4 h. 330,000 tested, 0.16% active;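 active means inhibition of at least 50% in every replicate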
PvdQ acylase = P. aeruginosa PvdQ acylase inhibition; purified PvdQ acylase, fluorescence plate reader; inhibition, % at 10 µM; 340,000 tested, 0.063% active; AID 488965; in the data active means inhibition above about 30%, passing the limit was not always enough;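 further: 0% = vehicle neutral wells and 100% = reference inhibitor wells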
dFosB act = activators of mouse delta FosB homodimer; purified delta FosB, TAMRA-CDK5 oligo fluorescence polarization; percent of positive-control signal above neutral wells; 340,000 tested, 0.99% active; activation, % at 25 µM; P13346;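 active means mean activation above about 17%, with every replicate also reaching it, limit read from the data, passing the limit was not always enough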;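 further: fluorescence polarization rise as delta FosB binds a TAMRA Cdk5 AP-1 oligo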
SR-BI uptake up = SR-BI HDL lipid transfer activation; CHO ldlA[mSR-BI] cells, DiI-HDL uptake fluorescence, 3 h; 100 = double the neutral-control signal; activation, % at 12.5 µM; 320,000 tested, 0.096% active; AID 504775;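 active means mean replicate activation of at least 60% and every replicate at or above 60%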;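 further: 0% = median plate neutral-control signal and 100% = twice that signal; values of inactives mirror those of a sister screen read the other way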
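system = CHO ldlA[mSR-BI] cells, LDL receptor-null, SR-BI overexpressing | medium = Ham's F12 with 0.5% BSA, HEPES 25 mM, pH 7.4 | probe or stimulus = DiI-HDL 10 µg/mL | compound dosing = single-point compound dose | incubation = compound exposure 3 h, 37 °C | technique = DiI fluorescence, bottom read | read-out = cell-associated DiI fluorescence as measure of HDL uptake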
CAL PDZ FP-2 = inhibitors of human CAL PDZ peptide binding; Q9HD26; purified CAL PDZ, TMR-peptide fluorescence polarization, 1 h; inhibition, % at 24.9 µM; 300,000 tested, 0.92% active; AID 602252;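 active means mean inhibition of at least 30% with at least half of replicates also reaching 30%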;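 further: 0% = DMSO neutral control and 100% = excess unlabeled competitor peptide PRC23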
NSD2 HMT inh = blocks human histone methyltransferase NSD2; O96028; NSD2 peptide methylation, AlphaScreen, 120 min; inhibition, % at 12.5 µM; 310,000 tested, 0.54% active; AID 743445; in the data active means inhibition above about 50%
Target sequence (O96028 whole entry, looked up): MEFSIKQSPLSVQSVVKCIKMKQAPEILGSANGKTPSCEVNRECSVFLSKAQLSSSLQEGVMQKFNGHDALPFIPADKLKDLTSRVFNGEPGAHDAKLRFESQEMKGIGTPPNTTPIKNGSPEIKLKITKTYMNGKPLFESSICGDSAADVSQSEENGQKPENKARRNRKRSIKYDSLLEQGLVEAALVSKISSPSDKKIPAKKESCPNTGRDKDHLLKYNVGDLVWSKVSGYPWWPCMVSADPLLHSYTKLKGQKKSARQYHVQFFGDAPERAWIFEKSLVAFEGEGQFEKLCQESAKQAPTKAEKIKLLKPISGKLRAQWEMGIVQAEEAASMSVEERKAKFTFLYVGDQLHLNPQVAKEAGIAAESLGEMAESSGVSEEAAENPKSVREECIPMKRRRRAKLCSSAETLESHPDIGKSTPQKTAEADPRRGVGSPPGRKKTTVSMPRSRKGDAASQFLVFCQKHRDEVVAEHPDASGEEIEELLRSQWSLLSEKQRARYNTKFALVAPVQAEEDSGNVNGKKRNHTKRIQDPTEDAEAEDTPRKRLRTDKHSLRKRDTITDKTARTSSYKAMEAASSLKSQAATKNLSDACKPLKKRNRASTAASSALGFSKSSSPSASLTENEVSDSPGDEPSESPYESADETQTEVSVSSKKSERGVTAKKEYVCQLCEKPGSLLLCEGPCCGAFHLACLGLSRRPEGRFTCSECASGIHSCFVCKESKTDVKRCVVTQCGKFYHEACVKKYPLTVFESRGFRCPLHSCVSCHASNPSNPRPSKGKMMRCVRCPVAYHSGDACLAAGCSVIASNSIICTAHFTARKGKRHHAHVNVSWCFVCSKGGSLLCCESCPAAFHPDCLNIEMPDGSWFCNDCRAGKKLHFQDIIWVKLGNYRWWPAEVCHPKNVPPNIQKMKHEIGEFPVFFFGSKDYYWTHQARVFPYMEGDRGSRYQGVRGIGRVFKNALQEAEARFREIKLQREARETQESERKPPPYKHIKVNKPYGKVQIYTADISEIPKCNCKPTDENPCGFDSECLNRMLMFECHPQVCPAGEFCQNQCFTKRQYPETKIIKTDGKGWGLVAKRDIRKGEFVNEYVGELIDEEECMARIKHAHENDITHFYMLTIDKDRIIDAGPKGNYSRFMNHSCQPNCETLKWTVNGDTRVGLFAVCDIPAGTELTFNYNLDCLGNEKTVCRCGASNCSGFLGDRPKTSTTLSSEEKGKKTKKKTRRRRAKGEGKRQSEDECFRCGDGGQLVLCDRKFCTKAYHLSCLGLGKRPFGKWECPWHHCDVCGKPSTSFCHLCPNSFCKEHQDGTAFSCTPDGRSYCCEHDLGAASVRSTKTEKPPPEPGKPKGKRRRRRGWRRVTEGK
An asterisk follows results filed as active; nt = no result given; & = joins results of further samples. Not a hit list; overall some 4.3% were active at least once.

Results follow in this order: MITF TRPM1 HTS	PfHsp90 set2	SR-BI uptake up	PvdQ acylase	NSD2 HMT inh	CAL PDZ FP-1	CAL PDZ FP-2	Rtt109 HAT inh	dFosB act	SR-BI HDL uptake
(1) O=C(Nc1cccc(N2C(=O)C=CC2=O)c1)c1cccs1
  -71	-123	-20	-9	-1	-1.1	-3	1	-11	20
(2) Cc1ccc(CNC(=O)COC(=O)c2ccc(S(=O)(=O)NCc3ccco3)cc2)cc1
  -13	5	nt	-11	-1	-1.7	-5	2	11	13
(3) CCCCN(CC)Cc1ccc(CNC(=S)Nc2ccccc2F)o1
  -2	-1	nt	-13	nt	-2.0	-6	-1	1	nt
(4) CCCCn1c(NC(=O)CC)c(C#N)c2nc3ccccc3nc21
  -4	14	17	7	-4	-0.7	-1	4	-12	-17
(5) COCCSc1ccccc1C(=O)Nc1nccs1
  -1	9	15	-12	1	0.7	-3	0	-7	-15
(6) CC(C)C1CC(CCNCc2ccc3c(c2)OCO3)(c2ccccc2)CCO1 (stereo unspecified)
  14	-4	nt	3	3	-3.5	-1	3	-7	nt
(7) CCC1=NN(C(=O)c2ccc(C)cc2)C(O)(c2ccc(Br)cc2)C1 (stereo unspecified)
  24	1	103*	-6	1	-1.9	-4	9	-10	-103
(8) Cc1ccc(S(=O)(=O)CC(=O)NC(C)(C)C)cc1
  nt	nt	20	-8	-5	0.2	-6	-12	-2	-20
(9) Cc1cccc(NC(=O)c2cccc(S(=O)(=O)Nc3c(C)n(C)n(-c4ccccc4)c3=O)c2)c1
  7	15	3	-17	24	-0.8	-10	-1	-17	-3
(10) CCOC(=O)N1CCC(Nc2c(NCCN3CCN(c4ccccc4F)CC3)c(=O)c2=O)CC1
  -4	-3&-18	16	-8&-8	1	0.5&-0.7	-1	0&-9	-2&-1	-16
(11) Cc1cccc(NC(=O)C2CC(O)CN2C(=O)OCc2ccccc2)c1 (stereo unspecified)
  10	-5	10	-7	0	-0.5	-2	1	-5	-10
(12) CCN1CCN(c2ccc(NC(=O)c3cc(S(=O)(=O)N4CCCC4)ccc3Cl)cc2)CC1
  18	5	-11	4	-3	-0.3	0	-3	2	11
(13) Brc1cccc(-c2cnc3n2CCCCC3)c1
  -3	-43	9	-7	37	-0.7	0	14	-8	-9
(14) Cc1nc(-c2ccncc2)sc1C(=O)Nc1ccc(Cl)cc1
  10	5	-51	10	0	-2.2	-1	10	-14	51
(15) Cn1c(N)c(C(=O)COC(=O)C2CC(=O)N(Cc3ccccc3)C2)c(=O)n(C)c1=O (stereo unspecified)
  1	nt	12	2	0	-1.5	-2	11	-2	-12
(16) Cn1c(Cc2cccs2)nnc1SCC(=O)Nc1ccc(F)cc1F
  2	nt	-19	3	0	-2.3	1	26	3	19
(17) O=C(COc1ccc(-c2ccccc2)cc1)N1CCN(S(=O)(=O)Cc2ccccc2)CC1
  -27	8	-41	15	-3	-2.1	-1	-4	8	41
(18) CCn1c(-c2c[nH]c3ccccc23)n[nH]c1=S
  -17	-12	-8	-10	1	-3.0	1	nt	-6	8
(19) CCN(CC)CCNc1cc(C)c(C#N)c2nc3ccccc3n12
  nt	21	18	-17	15	0.5	10	-1	1	-18
(20) Clc1ccc(-c2cnn3c(-c4ccncc4)ccnc23)cc1
  15	-5	-5	-7	3	-3.1	-4	0	1	5

Next compounds follow.
Results follow in this order: MITF TRPM1 HTS	PfHsp90 set2	SR-BI uptake up	PvdQ acylase	NSD2 HMT inh	CAL PDZ FP-1	CAL PDZ FP-2	Rtt109 HAT inh	dFosB act	SR-BI HDL uptake
(21) Cc1ncc(CO)c2c1Oc1nc(-c3ccccc3)nc(SCC(=O)N3CCOCC3)c1C2
  -4	-9	29	5	79*	-6.9	-10	3	-33	-29
(22) Cc1ccc(-n2nc3c(c2NC(=O)CC(C)C)CS(=O)C3)cc1 (stereo unspecified)
  nt	5	-27	-18	nt	-0.2	nt	-12	-1	27
(23) CC1CCN(C(=O)CSc2nnc(-c3cccnc3)o2)CC1
  0	-17	nt	-2	-3	-2.4	-1	5	-2	nt
(24) CCOC(CCn1c(SCc2cccc([N+](=O)[O-])c2)nc2ccccc2c1=O)OCC
  15	-11	1	-7	-1	-2.5	nt	-1	-22	-1
(25) CCS(=O)(=O)c1nc(S(=O)(=O)c2ccc(Cl)cc2)c(NCCCN2CCCC2=O)s1
  11	14	-2	9	2	-0.5	-2	8	-6	2
(26) O=c1c2ccccc2ncn1CCOCCOc1ccc([N+](=O)[O-])cc1
  2	4	9	2	-2	-1.2	nt	-4	2	-9
(27) Cc1c(OCc2nn[nH]n2)ccc2c3c(c(=O)oc12)CCC(C)C3 (stereo unspecified)
  8	nt	-8	1	1	-2.0	nt	-2	-17	8
(28) COc1ccc(CCN(C)C(=O)c2c(C)nn(CC(C)C)c2Cl)cc1OC
  -3	-10	8	-14	-2	-1.2	104*	-1	3	-8
(29) CCN(CC)c1ccc(N2C(=O)/C(=C\c3cccs3)SC2=S)cc1
  -5	1	14	-18	-1	nt	-1	4	1	-14
(30) COc1ccc(C2C3CCCCC3(O)CCN2C(=O)c2cccs2)cc1 (stereo unspecified)
  7	-3	5	-3	-1	-1.1	-3	18	-1	-2
(31) CC(C)n1ncc2c(C(=O)NCCc3ccc(S(N)(=O)=O)cc3)cc(C3CC3)nc21
  -3	24	-9	-11	-2	-0.4	-4	2	-11	9
(32) Cc1cc(C)n2nc(S(=O)(=O)NC(C)(C)C)nc2n1
  -3	-3	16	-10	-1	0.3	0	-5	2	-16
(33) O=C(COC(=O)/C=C/c1ccc(Cl)cc1)NC1CC1
  -2	-7	-3	-5	0	0.4	1	-2	-2	3
(34) CC(=O)c1ccc(S(=O)(=O)Nc2cc3c(cc2C(C)=O)OCO3)cc1
  7	3	19	-6	-2	0.5	-3	-1	4	-19
(35) COc1ccccc1C1CCCN1Cc1nc(-c2ccc(C)s2)oc1C (stereo unspecified)
  -3	-48	-17	-6	2	0.4	-4	-7	-2	17
(36) CC(=O)Nc1ccc(NC(=O)CCn2nnc3ccccc32)cc1
  6	-16	-41	-8	-3	0.0	1	-3	7	41
(37) O=C(N/N=C/c1cc2ccccc2nc1Cl)/C(=C/c1cccs1)NC(=O)c1ccccc1
  -8	2	-25	5	-1	-3.4	4	0	6	25
(38) COCCCNC(=O)c1ccc(N(C)S(C)(=O)=O)cc1
  2	-7	10	-17	-1	-0.7	-2	-4	-2	-10
(39) CN(CCCN1CCOCC1)Cc1nc(-c2ccccc2)no1
  7	10	10	-11	4	-0.7	0	5	2	-10
(40) Cc1cccc([C@H]2[C@@H]3C=CCC[C@@H]3C(=O)N2Cc2ccccc2)c1
  8	18	15	-19	nt	-0.9	-9	4	-7	-15

New compounds follow:
Results follow in this order: MITF TRPM1 HTS	PfHsp90 set2	SR-BI uptake up	PvdQ acylase	NSD2 HMT inh	CAL PDZ FP-1	CAL PDZ FP-2	Rtt109 HAT inh	dFosB act	SR-BI HDL uptake
(41) COc1ccc(OC)c(S(=O)(=O)N2CCCC(C(=O)N3CCOCC3)C2)c1 (stereo unspecified)
  2	0	21	-6	12	0.8	nt	-3	-1	-21
(42) COc1c2c(nc3ccccc13)OC(C(C)(O)CO)C2 (stereo unspecified)
  5	5	-3	-14	4	-1.8	nt	-1	-4	3
(43) O=c1oc2ccccc2c(Nc2ccc(F)cc2)c1[N+](=O)[O-]
  -14	5	8	-5	1	-5.0	3	3	11	-8
(44) N=c1ccccn1CC(O)COc1ccccc1 (stereo unspecified)
  5	17	24	-19	42	0.6	-2	-1	-6	-24
(45) O=C(Oc1cccc2ccccc12)c1ccco1
  nt	29	19	-4	-1	-0.7	-1	-6	-5	-18
(46) Clc1cccc2c1Sc1ccccc1CC2N1CCNCC1 (stereo unspecified)
  -26	36	45	-14	10	-2.4	2	4	-49	-45
(47) CC(C)OP(C)(=O)CN1CCN(CP(C)(=O)OC(C)C)CC1 (stereo unspecified)
  6	-17	6	-16	-7	0.6	-3	1	-6	-6
(48) COc1ccc(OC)c(/C=N/N2CCN(c3ccc(Cl)cc3)CC2)c1
  13	-5	148*	-1	2	-0.7	0	0	3	-148
(49) O=C(COC(=O)Cc1ccc(Cl)cc1)NCc1ccco1
  8	-8	37	2	8	0.2	-3	2	-6	-37
(50) Cc1nc(NC(=O)CCc2ccccc2)sc1C
  66	5	nt	-12	5	nt	-3	5	-8	nt
(51) N#CCC(=O)N/N=C/c1cc(Br)ccc1OCc1cccc2ccccc12
  -1	22	-22	-2	-2	-2.5	4	0	-2	22
(52) OC(COC(c1ccc(Cl)cc1)c1ccc(Cl)cc1)CN1CCCC1 (stereo unspecified)
  nt	nt	-1	1	0	-1.9	-2	15	-3	1
(53) O=C(Cn1cc(C(F)(F)F)ccc1=O)N/N=C/c1ccc(F)cc1
  2	nt	5	-20	-4	-1.3	-3	-4	2	-5
(54) CCN(C[C@H]1N[C@@](CC)(C(=O)OC)[C@H]2C(=O)N(C)C(=O)[C@@H]12)C(=O)Nc1ccc(Cl)cc1
  24	-3	15	-12	nt	0.8	0	-13	2	-15
(55) O=[N+]([O-])c1cc(S(=O)(=O)N2CCCCC2)ccc1NCc1cccc(Cl)c1
  6	15	-7	-17	-1	1.1	-6	0	-5	7
(56) Cc1c(-n2c(-c3ccccc3)nc3ccccc3c2=O)c(=O)n(-c2ccccc2)n1C
  -11	4	31	-13	-1	-1.6	0	-5	-4	-31
(57) COc1cccc(-c2nnc(SCN3C(=O)c4ccccc4C3=O)n2C)c1
  -17	13	-8	12	-1	-1.5	-2	nt	2	8
